NPY-Y2 PAM-ag – human NPY-Y2 potentiation or agonism, primary screen; P49146; cells expressing NPY-Y2, potentiator/agonist read-out; activation, % at 3.6 µM; actives 0.45% (n = 220,000); AID 1359; in the data active means activation above about 27%;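 further: cells stimulated with NPY near EC25 plus isoproterenol at EC100; 0% = vehicle plus submaximal agonist and 100% = vehicle plus saturating agonist; some results beyond the cut were filed as inactive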
Target sequence (P49146 whole entry, looked up): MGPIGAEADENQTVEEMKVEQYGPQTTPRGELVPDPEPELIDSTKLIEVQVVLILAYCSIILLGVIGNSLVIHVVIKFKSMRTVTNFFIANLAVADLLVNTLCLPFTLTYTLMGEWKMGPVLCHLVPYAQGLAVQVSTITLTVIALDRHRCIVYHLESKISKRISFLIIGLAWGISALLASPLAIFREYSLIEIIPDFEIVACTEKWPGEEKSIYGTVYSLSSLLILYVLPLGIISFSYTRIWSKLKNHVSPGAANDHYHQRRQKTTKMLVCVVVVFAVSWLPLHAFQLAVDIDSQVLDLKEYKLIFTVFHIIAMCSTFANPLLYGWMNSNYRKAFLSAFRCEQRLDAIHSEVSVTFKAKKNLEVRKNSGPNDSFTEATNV
NCF1 inh – p47phox (human) inhibition; actives 0.53% (n = 220,000); p47phox/p22phox peptide binding, fluorescence polarization, 2 h; inhibition, % at 24.7 µM; AID 1274;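 active means inhibition above about 30%, limit read from the data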;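 further: 0% = p47phox with labelled peptide and 100% = labelled peptide alone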
NPY-Y1 antag – NPY-Y1 (human) receptor antagonism | HEK293-CNG Y1 cells, membrane potential fluorescence; NPY at EC95, then isoproterenol | inhibition, % at 3.6 µM | actives 1% (n = 200,000) | AID 1040;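 active means inhibition above the campaign mean inhibition of all tested compounds plus 3 SD, cut at about 20% in these data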;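 further: 0% = DMSO wells given NPY plus isoproterenol and 100% = isoproterenol alone without NPY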
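Test system – HEK293 Y1/CNG channel cell line · Also added – NPY agonist 25 nM, then isoproterenol 1 µM plus Ro 20-1724 25 µM · Compound dosing – one concentration, 3.6 µM, in 0.4% DMSO · Schedule – compound incubation 1 h at room temperature, readout 45 min post-stimulation · Technique – fluorescence, membrane potential probe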
CHOP inhibitor – blocks CHOP induction under ER stress. CHO-K1 CHOP-promoter luciferase, tunicamycin-induced, 15-18 h. inhibition, % at 10 µM. actives 3.8% (n = 220,000);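 active means compounds that reduced the stress-induced luciferase reporter signal by more than about 70% of percent inhibition, limit read from the data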;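 further: 0% = tunicamycin plus vehicle and 100% = wells without tunicamycin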
S1P4 ag – human S1P4 receptor agonism; O95977; actives 0.35% (n = 220,000); S1P4-expressing cell line, agonist reporter assay; activation, % at 4.98 µM; AID 1509; in the data active means activation above about 11%;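 further: 0% = DMSO vehicle and 100% = reference agonist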
Target sequence (O95977 whole entry, looked up): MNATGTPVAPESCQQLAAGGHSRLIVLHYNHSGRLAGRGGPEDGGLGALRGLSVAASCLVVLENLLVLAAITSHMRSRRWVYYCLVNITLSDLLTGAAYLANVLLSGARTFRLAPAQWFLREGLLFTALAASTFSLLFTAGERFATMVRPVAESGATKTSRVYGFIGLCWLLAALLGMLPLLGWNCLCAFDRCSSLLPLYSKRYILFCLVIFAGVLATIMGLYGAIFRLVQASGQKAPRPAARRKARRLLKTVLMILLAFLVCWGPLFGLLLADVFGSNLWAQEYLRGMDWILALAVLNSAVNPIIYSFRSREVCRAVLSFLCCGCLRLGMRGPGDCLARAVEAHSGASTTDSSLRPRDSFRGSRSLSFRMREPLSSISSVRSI
Ba/F3 V617F tox – reduce viability of Ba/F3 cells dependent on JAK2V617F; inhibition, % at 5.6 µM; actives 1.1% (n = 220,000); Ba/F3 EpoR-JAK2V617F viability, ATP luminescence;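 active means inhibition above the campaign mean plus 3 SD over all tested compounds, cut at about 24% in these data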;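 further: cytokine-independent growth of Ba/F3 cells driven by EpoR plus mutant JAK2; 0% = DMSO-treated cells and 100% = JAK inhibitor I control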
S1P4 antag – human S1P4 receptor antagonism. O95977. S1P4-expressing cells, antagonist mode, reporter read-out. inhibition, % at 4.98 µM. actives 0.26% (n = 220,000). AID 1510; in the data active means inhibition above about 29%;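 further: 0% = wells stimulated with agonist and 100% = vehicle wells without agonist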
NPY-Y1 PAM-ag – human NPY-Y1 potentiation or agonism, primary screen. P25929. NPY-Y1 expressing cells, potentiator/agonist activation. activation, % at 3.6 µM. actives 0.37% (n = 220,000). AID 1304; in the data active means activation above about 33%, passing the limit was not always enough;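 further: cells stimulated with NPY at EC10 then isoproterenol at EC100; 0% = low agonist plus stimulus and 100% = saturating agonist plus stimulus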
BaF3 parental – reduces parental Ba/F3 cell viability, JAK2V617F counter-screen | CellTiter-Glo ATP luminescence | inhibition, % at 5.6 µM | actives 1.1% (n = 220,000) | AID 1486;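 active means inhibition above a per-campaign cutoff, the mean inhibition of all tested compounds plus 3 SD, cut at about 27% in these data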;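 further: 0% = DMSO wells and 100% = JAK Inhibitor I control wells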
The depositor's hits bear a star; / = no result given.

item	structure	NPY-Y2 PAM-ag	NCF1 inh	NPY-Y1 antag	CHOP inhibitor	S1P4 ag	Ba/F3 V617F tox	S1P4 antag	NPY-Y1 PAM-ag	BaF3 parental
1	COc1ccccc1C1C2=C(COC2=O)Nc2cc3c(cc21)OCO3 (stereo not given)	-1	-18	36*	23	-1.8	85*	-2	-1	80*
2	COC(=O)c1ccc(Cl)c(NC(=O)CN2CCOCC2)c1	2	-5	0	-1	1.4	0	6	4	5
3	O=C(Nn1c(=S)[nH]c2ccccc2c1=O)c1ccncc1	-8	-2	5	-22	1.2	4	2	2	3
4	NS(=O)(=O)c1ccc(CCNC(=O)CSc2nc3ccsc3c(=O)n2CCCCC(=O)O)cc1	1	-3	0	8	-0.3	-2	-18	9	4
5	O=C1c2ccccc2C(=O)N1c1ccc(Br)c2cccnc12	2	0	0	-7	1.7	-1	-17	-4	5
6	c1ccc(CNc2nc(CN3CCOCC3)nc3scc(-c4ccccc4)c23)cc1	-17	-11	27*	28	3.5	1	5	-30	4
7	COCCN(C(=O)/C=C/c1cccc([N+](=O)[O-])c1)c1c(N)n(Cc2ccccc2)c(=O)[nH]c1=O	2	-16	/	21	0.2	-1	1	11	0
8	N#C/C(=N\Nc1ccc(F)cc1)C(=N)N1CCCCCC1	6	1	-1	-17	0.0	5	-8	0	4
9	COc1ccc(CNC(=O)c2c(O)c3cccc4c3n(c2=O)CCC4)cc1	11	-2	-7	36	-0.5	-4	-15	-19	-1
10	Cc1ccc(NC(=O)Cn2nnc3ccccc3c2=O)cc1	1	1	6	-2	-1.4	-4	5	11	-3
11	C=CCNC(=O)c1onc(CSc2ccc(OC)cc2)c1C(=O)O	-13	-5	13	20	-1.7	2	-6	3	1
12	CCOc1cc(/C=N/OC(C)=O)ccc1OCc1ccccc1	10	-4	1	3	-1.4	-3	3	-10	1
13	Cc1cc(C)cc(OCC(=O)OCC(=O)c2c(N)n(C)c(=O)n(C)c2=O)c1	10	-3	3	25	1.8	-6	-29	12	-1
14	CC(NC(=S)Nc1ccc(OC(F)F)c(Cl)c1)C(C)(C)C (stereo not given)	3	-6	-2	70	0.0	0	-17	11	2
15	CN=c1scc(C)n1/N=C/c1ccc(O)cc1O	6	-16	0	2	-0.5	1	-13	0	6

A different layout for some results above:
Values in the order: NPY-Y2 PAM-ag	NCF1 inh	NPY-Y1 antag	CHOP inhibitor	S1P4 ag	Ba/F3 V617F tox	S1P4 antag	NPY-Y1 PAM-ag	BaF3 parental
1	COc1ccccc1C1C2=C(COC2=O)Nc2cc3c(cc21)OCO3 (stereo not given)
→ -1	-18	36*	23	-1.8	85*	-2	-1	80*
2	COC(=O)c1ccc(Cl)c(NC(=O)CN2CCOCC2)c1
→ 2	-5	0	-1	1.4	0	6	4	5
3	O=C(Nn1c(=S)[nH]c2ccccc2c1=O)c1ccncc1
→ -8	-2	5	-22	1.2	4	2	2	3
4	NS(=O)(=O)c1ccc(CCNC(=O)CSc2nc3ccsc3c(=O)n2CCCCC(=O)O)cc1
→ 1	-3	0	8	-0.3	-2	-18	9	4
5	O=C1c2ccccc2C(=O)N1c1ccc(Br)c2cccnc12
→ 2	0	0	-7	1.7	-1	-17	-4	5
6	c1ccc(CNc2nc(CN3CCOCC3)nc3scc(-c4ccccc4)c23)cc1
→ -17	-11	27*	28	3.5	1	5	-30	4
7	COCCN(C(=O)/C=C/c1cccc([N+](=O)[O-])c1)c1c(N)n(Cc2ccccc2)c(=O)[nH]c1=O
→ 2	-16	/	21	0.2	-1	1	11	0
8	N#C/C(=N\Nc1ccc(F)cc1)C(=N)N1CCCCCC1
→ 6	1	-1	-17	0.0	5	-8	0	4
9	COc1ccc(CNC(=O)c2c(O)c3cccc4c3n(c2=O)CCC4)cc1
→ 11	-2	-7	36	-0.5	-4	-15	-19	-1
10	Cc1ccc(NC(=O)Cn2nnc3ccccc3c2=O)cc1
→ 1	1	6	-2	-1.4	-4	5	11	-3
11	C=CCNC(=O)c1onc(CSc2ccc(OC)cc2)c1C(=O)O
→ -13	-5	13	20	-1.7	2	-6	3	1

(next part)
item	structure	NPY-Y2 PAM-ag	NCF1 inh	NPY-Y1 antag	CHOP inhibitor	S1P4 ag	Ba/F3 V617F tox	S1P4 antag	NPY-Y1 PAM-ag	BaF3 parental
16	Cc1nn(CC(=O)NCCCc2ccccc2)c(C)c1[N+](=O)[O-]	4	-3	5	18	-1.6	-4	-1	9	0
17	CCOC(=O)C1(CCCc2ccccc2)CCN(C2CCN(C(C)=O)CC2)CC1	-18	22	3	7	-0.1	-1	-2	17	9
18	CC(C)CC(NC(=O)OC(C)(C)C)c1cn([C@@H](Cc2ccc(O)cc2)C(=O)N2CCN(C(=O)OC(C)(C)C)CC2)nn1 (stereo not given in full)	-23	-2	-2	9	-0.8	8	-13	11	-1
19	O=C1c2ccccc2S(=O)(=O)N1CC1CC(c2ccc(Cl)cc2)=NO1 (stereo not given)	-40	2	9	-34	-0.6	2	2	-28	3
20	O=P(C1=C(N2CCOCC2)/C(=C\c2ccccc2)CC1)(N1CCOCC1)N1CCOCC1	-19	-4	4	-11	1.3	-3	-9	-2	3
21	COc1ccc(Nc2nnc(SCC(=O)c3cc(C)n(CC4CCCO4)c3C)s2)cc1 (stereo not given)	-8	-24	3	33	1.4	0	-22	-24	4
22	NC(=O)CSc1nnc(-c2ccc(S(=O)(=O)N3CCCC3)cc2)n1Cc1ccco1	-4	5	1	23	1.6	4	-5	-11	2
23	CN(Cc1ccccc1)C(=O)Cn1c(=O)oc2cc(S(=O)(=O)N3CCCC3)ccc21	0	-1	3	11	-1.4	-4	2	6	6
24	Cc1c(CCOC(=O)c2cc([N+](=O)[O-])cc([N+](=O)[O-])c2)sc[n+]1CC(=O)c1ccc(Br)cc1	-5	8	1	9	-1.0	1	-3	-2	8
25	CC(C)(C)C(=O)NC(=S)NNC(=O)c1ccc(-c2ccccc2)cc1	13	-7	-2	92*	-1.9	37*	7	-17	36*
26	O=C(CN1CCN(C(=O)c2cccc(F)c2)CC1)Nc1ccccc1F	8	-12	5	-24	-0.6	5	-10	12	7
27	Cc1ccc(Cl)cc1NC(=O)CSc1nnc(C)n1-c1ccccc1	0	6	0	2	0.6	-4	2	-9	1
28	CC(C)CCOCC(=O)Oc1ccccc1C(=O)O	5	-6	-7	-6	0.3	-1	-12	-4	-3
29	Cc1sc(NC(=O)Cn2[nH]c(=O)c3ccccc3c2=O)nc1-c1ccccc1	-6	-31	6	88*	1.6	5	-13	-6	26
30	O=C(O)c1ccc(OCc2occc2C(=O)O)cc1	-9	-7	5	-137	-1.4	0	-23	-21	2

item	structure	NPY-Y2 PAM-ag	NCF1 inh	NPY-Y1 antag	CHOP inhibitor	S1P4 ag	Ba/F3 V617F tox	S1P4 antag	NPY-Y1 PAM-ag	BaF3 parental
31	Cc1cc(C)n(C(=O)c2ccc(NC(=O)C3CC3)cc2)n1	4	2	3	39	-1.5	-3	-8	-3	8
32	Cc1ccc(S(=O)(=O)NCC(=O)OCC(=O)N2N=C(c3ccc(Cl)cc3)CC2c2ccco2)cc1C (stereo not given)	-3	-21	-1	43	1.5	-1	-13	5	5
33	Cc1ccc(/C(N)=N/OC(=O)c2ccc(C)cc2Cl)cc1	0	-6	5	-5	0.6	-1	-9	-11	-1
34	O=[N+]([O-])c1ccccc1OCCCn1cnc2ccccc21	5	-10	-1	4	0.5	-1	3	1	0
35	CC(C)=NNC(=O)C1=NNC(=O)C1	-7	-11	/	23	-0.4	-2	7	-20	-2
36	CCN(CC)c1ccc(/C=N/N2CCOCC2)c(O)c1	5	-37	-5	34	0.8	-3	-3	0	4
37	O=C(Cn1nc(C(F)(F)F)c2c1CCC2)N1CCN(c2ccccc2)CC1	21	-18	2	23	1.2	-2	2	16	6
38	Cn1cccc1/C=C1\SC(=Nc2ccc(O)cc2)NC1=O	-13	-48	/	-93	-0.3	89*	13	10	87*
39	Clc1ccc(CSc2nnc(-c3ccccn3)n2Cc2ccco2)c(Cl)c1	1	-21	5	82*	0.0	-3	-4	5	3
40	CC(=O)O[C@H]1C2OC(=O)C(C)=C2[C@@H]2OC(=O)[C@]3(CCC4OC41C)OC23 (stereo not given in full)	7	5	4	-26	0.3	1	-4	-14	2
41	COc1ccc(/C=C/CN2CCCC(CO)(Cc3cccc(Cl)c3)C2)cc1 (stereo not given)	-15	-91	15	57	0.1	-2	-1	-8	6
42	CCCCn1nnc(N(C(=O)c2cccs2)C(=O)c2cccs2)n1	-7	-7	1	-1	3.0	0	-1	35	7
43	CCCC(=O)Nc1ccc2oc(-c3ccc(OC)c(Br)c3)nc2c1	3	-21	-1	96*	2.7	-3	-27	18	2
44	CC(=O)c1c(C)[nH]c(C(=O)CN2C(=O)NC(CCc3ccccc3)C2=O)c1C (stereo not given)	23	-12	/	12	0.3	-5	0	46	3
45	CCC(=O)Nc1nonc1-c1nc2ccccc2n1Cc1ccccc1	-16	-2	16	-3	-2.0	-5	1	-44	-2

item	structure	NPY-Y2 PAM-ag	NCF1 inh	NPY-Y1 antag	CHOP inhibitor	S1P4 ag	Ba/F3 V617F tox	S1P4 antag	NPY-Y1 PAM-ag	BaF3 parental
46	O=C(O)c1ccccc1C(=O)NNc1cccc(Cl)n1	6	-2	0	-6	0.9	-1	-5	8	2
47	O=c1cc(CN2CCc3ccccc32)c2ccc(O)cc2o1	0	-7	1	25	0.4	4	3	-24	3
48	CCOC(=O)Nc1c(O)ccc2oc(C)c(-c3ccccc3)c12	-7	-9	10	28	1.6	0	-13	6	1
49	O=S(=O)(Nc1cccc2c1CCCC2)c1ccc(Cl)cc1	13	-14	5	0	1.6	-4	-10	10	4
50	COc1ccc(CC(=O)N2CCc3ccccc32)cc1	-11	6	-2	-15	-1.7	0	-15	9	6
51	CC(=O)Oc1ccc2c(C)cc(=O)oc2c1C(=O)c1ccccc1	0	-20	4	8	1.9	0	-26	0	3
52	O=C(/C=C1\SC(=O)N(CC(=O)Nc2ccc(Cl)cc2)C1=O)Nc1ccc(F)cc1	1	6	2	11	-1.4	-3	-11	-20	3
53	O=C(c1ccc(SCc2ccco2)c([N+](=O)[O-])c1)N1CCOCC1	-2	-6	-1	7	-1.2	5	-3	2	1
54	Cc1[nH]c2ccccc2c1CN1CCC(CO)(Cc2ccccc2)CC1	1	-72	6	28	1.8	-3	0	10	2
55	Cc1ccc(-n2c(C(C)n3nc(C)c([N+](=O)[O-])c3C)n[nH]c2=S)cc1 (stereo not given)	-6	-3	4	-4	1.1	0	-16	-4	0
56	CCOC(=S)N/C(=N\S(C)(=O)=O)c1ccccc1	-1	-15	/	5	-0.1	2	0	-5	1
57	CC1CCc2sc3nc(N4CCN(CCO)CC4)n4ncnc4c3c2C1 (stereo not given)	-23	2	11	13	0.8	-1	-29	-19	1
58	Cc1cc(NC(=O)Nc2cc(C)nn2-c2ccccc2)n(-c2ccccc2)n1	-1	-8	6	24	1.3	-1	-2	-7	1
59	CCCCCCn1c(COc2ccccc2F)nnc1SCC(=O)N1c2ccccc2NC(=O)C1(C)C	-13	-28	10	47	2.4	7	-3	-1	10
60	CCCNC(=O)NC(=O)COC(=O)c1ccc(S(=O)(=O)N(C)c2ccccc2OC)cc1	-11	-7	9	0	-1.2	6	10	-11	6

High-throughput results: PubChem, several laboratories
